# A350 autofl: compounds fluorescent in Alexa 350 spectral region; Compound autofluorescence, 340/450 nm, Alexa 350 dye-equivalents; stronger effect = higher value; max dye-equivalent concentration, M; actives 11% (n = 59,000); AID 590; in the data active = max dye-equivalent concentration above about 10 nM; inconclusive = mostly about 1.1 nM to 9.6 nM
# BRCT PPI green: blocks human BRCA1 BRCT binding to phosphopeptide, green readout; BRCA1 BRCT-phosphopeptide binding, green fluorescence polarization; Potency, µM (series often up to 76.9 µM), for the others: at the highest dose activity change, negative = inhibition, most hits filed as inhibitors; actives 0.05% (n = 75,000);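 also: potency is read from the fitted curve at half-maximal effect; plate controls were peptide without protein for full effect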
#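 Fluorescence polarization: His-tagged BRCT (~35 kDa BRCA1 C-terminus, 250 nM) bound to 100 nM fluorescein-labeled phosphorylated 10-aa BACH1 peptide, pH 7.3 phosphate buffer with DTT and Tween 20. Compounds incubated 12 min at room temperature; inhibition read as lowered polarization.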
# ERK AVP inh: blocks ERK signaling stimulated by vasopressin. HEK293-V1b, vasopressin-stimulated pERK AlphaScreen. Potency, µM (top dose mostly 57.5 µM), for the others: top-dose activity, negative = inhibition, most hits filed as inhibitors. actives 0.99% (n = 72,000); also: potency is read from the fitted curve at half-maximal effect; % is scaled to controls: 0 for no effect and ±100 for the full control effect; nearly all actives have a fitted effect of over 55% in size
#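 HEK293 cells stably expressing V1b receptor, seeded overnight in 1% FBS, were treated with compounds for 30 min at 37C, then stimulated 5 min with 25 nM vasopressin; phospho-ERK read by AlphaScreen SureFire after lysis.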
# CRE Fsk mod: CRE-bla signaling modulation under forskolin stimulation. Potency, µM (titrated, usually from 38.2 µM), for the others: at the highest dose activity change, negative = inhibition, hits mostly activators. actives 2.5% (n = 71,000). CHO CRE-bla reporter (cAMP response element driving beta-lactamase), forskolin EC10, beta-lactamase ratio. AID 662; active = well fitted activation curve with a large enough effect in the signal ratio, with a control signal flat, not every such curve was filed as active; inconclusive = small, poorly fitted or top-dose-only effect, or effect the other way, or a change in a side signal; the % refers to the signal ratio; also: potency is read from the fitted curve at half-maximal effect; % of control where 0% means no effect
#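 Beta-lactamase reporter under a cAMP responsive element in CHO cells; compounds tested in titration series against EC10 NKH 477, 3 h at 37 °C. Read-out: CCF4 FRET ratio 460nm/530nm (excitation 405nm) giving %Activity, fitted to AC50.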
# Tau fil binding: binds recombinant human tau filaments; P10636; AID 596; recombinant tau filaments, thioflavin S fluorescence, 15 h; filaments grown with octadecylsulfate alongside compound; Potency, µM (doses to about 57.1 µM), inactives show at the highest dose activity change, negative = inhibition; actives 2% (n = 71,000);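 also: potency is read from the fitted curve at half-maximal effect; % is scaled to controls: 0 for no effect and ±100 for the full control effect; actives lower thioflavin S fluorescence by blocking filaments or displacing dye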
#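 Thioflavine S fluorescence (ex 450, em 510 nm) reports filaments formed from 1 uM human tau plus 30 uM ODS over 15 h at 37 C (10 mM HEPES pH 7.4, 100 mM NaCl, 5 mM DTT); compounds displacing dye or blocking filaments lower signal.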
# Casp1 inh: blocks human caspase-1 allosterically or competitively; P29466; Caspase-1 enzyme, Ac-WEHD-AFC fluorogenic rate; Potency, µM (series often up to 57.5 µM), without a hit: at the top dose activity change, negative = inhibition, actives largely listed as inhibitors; actives 0.03% (n = 75,000); AID 900;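 also: potency is read from the fitted curve at half-maximal effect; plate controls were vehicle for no effect and no substrate for full effect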
# FLuc inh: blocks Photinus pyralis firefly luciferase activity; P08659; purified firefly luciferase, luminescence, 8 min; Potency, µM (titrated, usually from 57.1 µM), for the others: at the top dose activity change, negative = inhibition, hits mostly inhibitors; actives 2.2% (n = 72,000); AID 411; also: potency is read from the fitted curve at half-maximal effect; % is scaled to controls: 0 for no effect and ±100 for the full control effect; nearly all actives have a fitted effect of over 40% in size
#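 Substrate buffer containing 10 uM ATP (pH 7.2 imidazole, Mg2+, KCl, detergent, BSA) is dispensed, compound pinned in, then luciferase/luciferin detector mix added. After 8 min at ambient temperature, light output is measured.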
# USP2a inhib: inhibitors of human ubiquitin-specific protease USP2a | O75604 | USP2a enzymatic assay, qHTS inhibition | Potency, µM (doses to about 38.3 µM), without a hit: top-dose activity change, negative = inhibition, usual class: inhibitors | actives 0.1% (n = 60,000) | AID 927;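 also: potency is read from the fitted curve at half-maximal effect; nearly all actives have a fitted effect of over 60% in size; plate controls were DMSO for no effect and NEM full inhibition control for full effect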
#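 20 nM USP2 core + cpd, 30 min RT; add 20 nM Ub-PLA2/20 uM NBD C6-HPC; read Ex460/Em535 at 0 h and 2.5 h. Normalized to NEM; qHTS curve fit/classification.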
# Casp7 inh: caspase-7 (human) inhibition, allosteric or competitive | P55210 | Potency, µM (series often up to 57.5 µM), inactives show at the top dose activity change, negative = inhibition, hits mostly inhibitors | actives 0.02% (n = 75,000) | recombinant caspase-7, Ac-DEVD-AFC fluorescence rate; active = well fitted inhibition curve with a large enough effect in the main read-out, with a control signal flat, not every such curve was filed as active; inconclusive = small, poorly fitted or top-dose-only effect, or a change in a side signal; also: potency is read from the fitted curve at half-maximal effect; % of control where 0% means no effect
# HEK293 cAMP ctrl: raises cAMP in parental HEK293 cells, TSHR agonist counter-screen | parental HEK293 CNG cAMP sensor, membrane potential fluorescence | Potency, µM (top dose mostly 57.1 µM), for inactives: top-dose activation, actives largely listed as activators | actives 2.5% (n = 73,000); also: potency is read from the fitted curve at half-maximal effect; % of control where 0% means no effect; nearly all actives have a fitted effect of over 55% in size
#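 Parental HEK 293 cells stably expressing a cAMP-gated CNG channel were loaded with membrane potential dye containing 100 uM RO 20-1724 for 60 min. Compound added for 30 min; depolarization read as fluorescence intensity at 590 nm.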
# BRCT PPI red: BRCT-phosphoprotein interaction inhibition (red fluorophore) | BRCT-phosphopeptide binding, red fluorescence polarization | Potency, µM (series often up to 76.9 µM), for inactives: at the highest dose activity change, negative = inhibition, usual class: inhibitors | actives 0.03% (n = 75,000) | AID 892; also: % is scaled to controls: 0 for no effect and ±100 for the full control effect
#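 Fluorescence polarization: 100 nM His-tagged BRCA1 BRCT with 100 nM TAMRA-labelled phospho-BACH1 decapeptide, phosphate buffer pH 7.3 with 150 mM NaCl, DTT, 0.01% Tween 20; 12 min RT. Binding inhibition seen as FP decrease.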
# * hit, by the source's call; i = inactive; u = inconclusive; x = not tested or not shown; [ ] = another dose, or the depositor's remark. Unless noted, calls follow the shape of the dose curve; as a rule, active = well fitted curve in the direction sought with a large enough effect; inconclusive = small, poorly fitted or top-dose-only effect, or another doubt; inactive = no such curve, though single readings can be large; an effect the other way counts as inactive or inconclusive.
# Sample of the layout (3 entries):
SMILES,A350 autofl,BRCT PPI green,ERK AVP inh,CRE Fsk mod,Tau fil binding,Casp1 inh,FLuc inh,USP2a inhib,Casp7 inh,HEK293 cAMP ctrl,BRCT PPI red
O=C(CSc1nnnn1C1CCCCC1)NCc1ccco1,i,-5.7%,11%,2%,6%,-1%,-1%,u,-2%,1%,0.0%
CCOc1ccc(NC(N)=O)cc1,i,-0.4%,-23%,-1%,12%,4%,2%,5%,-2%,6%,-2.7%
Cc1ccc(C(=O)NCc2occc2C(=O)O)o1,u,-2.8%,-22%,-7%,9%,-2%,0%,-12%,-1%,4%,-0.7%

# The listing (from the top)
SMILES,A350 autofl,BRCT PPI green,ERK AVP inh,CRE Fsk mod,Tau fil binding,Casp1 inh,FLuc inh,USP2a inhib,Casp7 inh,HEK293 cAMP ctrl,BRCT PPI red
O=C(CSc1nnnn1C1CCCCC1)NCc1ccco1,i,-5.7%,11%,2%,6%,-1%,-1%,u,-2%,1%,0.0%
CCOc1ccc(NC(N)=O)cc1,i,-0.4%,-23%,-1%,12%,4%,2%,5%,-2%,6%,-2.7%
Cc1ccc(C(=O)NCc2occc2C(=O)O)o1,u,-2.8%,-22%,-7%,9%,-2%,0%,-12%,-1%,4%,-0.7%
COc1ccc(S(=O)(=O)N2CCN(Cc3ccccc3)CC2)cc1,i,2.3%,28%,u,8%,-1%,1%,2%,-2%,8%,-2.8%
CCN(CC)CCNCc1ccc(-c2ccc(Cl)cc2)o1,i,-1.5%,-3%,u,-25%,0%,3%,-6%,-1%,16%,0.3%
O=C(NCc1ccccn1)c1ccc(NC(=O)c2ccco2)cc1,i,-1.4%,-9%,-5%,-7%,0%,0%,-6%,0%,26%,-0.1%
O=C(CCc1ccccc1)Nc1ncn[nH]1,i,-2.0%,5%,u,7%,1%,3%,2%,0%,17%,1.1%
CC1=C(C(=O)OC2CCCCC2)C(c2ccc(C)o2)C2=C(CCCC2=O)N1 (stereo unspecified),x,-0.2%,-11%,u,13%,-8%,2%,27%,-7%,u,-0.5%
CCc1cc2cc(C(=O)N3CCN(Cc4ccccc4)CC3)sc2s1,x,1.1%,u,u,61%,-3%,-22%,-3%,-3%,32µM*,0.1%
O=[N+]([O-])c1ccc(Nc2nc3ccccc3s2)cc1,i,-1.4%[15.4 µM],6%[11.5 µM],17%[7.6 µM],4µM*,-2%[11.5 µM],-4%[11.4 µM],x,0%[11.5 µM],-5%[11.4 µM],0.7%[15.4 µM]
Cc1cccc(CSC2=NCCN2C(=O)c2ccco2)c1,x,1.3%,4%,3%,12%,-2%,-2%,x,-9%,u,-1.0%
Cc1cc(NC(=O)c2ccc(S(=O)(=O)N3CCCC3)cc2)nc2c1c(=O)oc1ccccc12,u,-0.1%,4%,u,-5%,-1%,-2%,4%,-1%,u,0.3%
Cc1ccc(S(=O)(=O)NCCN=C(CN2CCOCC2)NS(=O)(=O)c2ccc(C)cc2)cc1,i,0.3%,8%,u,17%,-3%,3%,14%,-1%,4%,-0.8%
CC1C2CC(C(S(=O)(=O)N3CCOCC3)C2=O)C1(C)C (stereo unspecified),i,1.1%,28%,u,-3%,-2%,4%,1%,0%,5%,-0.1%
O=c1cc(-c2cccc(O)c2)oc2cc(O)ccc12,i,0.2%,-1%,u,-2%,-5%,-3%[11.4 µM],x,-10%,-4%,-0.2%
Cc1nc2ccc(S(=O)(=O)NC(C(=O)N3CCn4c3nc3ccccc34)C(C)C)cc2s1 (stereo unspecified),x,-3.1%,1%,-5%,50%,-3%,0%,x,1%,9%,-1.7%
COc1ccccc1NC(=O)CSc1nnc(Cc2ccccc2)o1,i,-4.2%,-22%,-1%,-2%,-2%,2%,2%,1%,5%,0.1%
CCc1cccc(C)c1NC(=O)CCCC(=O)O,x,-0.4%,-14%,-2%,5%,1%,-10%,0%,0%,4%,0.3%
O=C(c1ccc(S(=O)(=O)N2CCOCC2)cc1)N1CCN(c2ccc(F)cc2)CC1,x,0.7%,24%,0%,4%,-1%,1%,14%,-1%,9%,-0.1%
CCOC(=O)CSc1nnc(CNc2ccc(F)cc2)o1,i,-2.2%,-6%,-1%,-6%,0%,7%,0%,1%,u,-1.9%
Nc1nonc1C(=O)NCCNCc1cc(Br)ccc1OCc1ccccc1F,i,1.5%,u,-19%,64%,0%,0%,30%[activator],-1%,22%,-0.9%
Cc1ccc(-n2c(SCC(=O)Nc3cc(C)on3)nc3c(c2=O)SC(C)C3)cc1 (stereo unspecified),x,-1.5%,x,u,4%,-1%,0%,x,1%,4%,-1.7%
COc1ccc(-c2nnc(NC(=O)c3ccc(S(=O)(=O)N4CCc5ccccc5C4)cc3)o2)cc1,i,-0.8%,12%,1%,-5%,-1%,-2%,34%[activator],1%,6%,-0.6%
CCCC(CCC(=O)OC)(C(=O)OCC)c1csc(N)n1 (stereo unspecified),i,0.3%,-5%,4%,-13%,-2%,2%,-12%,2%,u,-0.9%
Cc1ccc(NC(=O)N(CCCN2CCOCC2)Cc2cc3cc4c(cc3[nH]c2=O)OCO4)cc1,1.2e-07M*,-1.4%,-20%,u,16%,-4%,-1%,17%,-2%,25%,0.8%
CCOC(=O)c1ccccc1NC(=O)Cn1cnc2c(cnn2-c2ccccc2)c1=O,i,-0.5%,-30%,u,3%,0%,4%,0%,0%,u,-2.4%
Nc1c(Sc2ccccc2)c(=O)[nH]c(=O)n1Cc1ccccc1,i,-4.4%,-10%,u,-2%,0%,1%,3%,-1%,21%,1.8%
COc1ccccc1NC(=O)C1=C(C)Nc2ncnn2C1c1ccccc1C (stereo unspecified),u,4.7%,1%,21%,1%,0%,-1%,11%,-1%,2%,1.1%
O=C(c1csc(Nc2ccccc2Cl)n1)N1CCCC1,i,-1.0%,-1%,-1%,0%,0%,-9%,12%,-1%,2%,-1.4%
O=C(/C=C/c1ccccc1)c1ccc(O)cc1O,x,1.1%[3.08 µM],u,x,x,u,x,1%,-2%,x,0.3%

# For convenience, three of the compounds above.
SMILES,A350 autofl,BRCT PPI green,ERK AVP inh,CRE Fsk mod,Tau fil binding,Casp1 inh,FLuc inh,USP2a inhib,Casp7 inh,HEK293 cAMP ctrl,BRCT PPI red
COc1ccccc1NC(=O)C1=C(C)Nc2ncnn2C1c1ccccc1C (stereo unspecified),u,4.7%,1%,21%,1%,0%,-1%,11%,-1%,2%,1.1%
O=C(c1csc(Nc2ccccc2Cl)n1)N1CCCC1,i,-1.0%,-1%,-1%,0%,0%,-9%,12%,-1%,2%,-1.4%
O=C(/C=C/c1ccccc1)c1ccc(O)cc1O,x,1.1%[3.08 µM],u,x,x,u,x,1%,-2%,x,0.3%

# (listing goes on)
SMILES,A350 autofl,BRCT PPI green,ERK AVP inh,CRE Fsk mod,Tau fil binding,Casp1 inh,FLuc inh,USP2a inhib,Casp7 inh,HEK293 cAMP ctrl,BRCT PPI red
Cc1cc(NC(=O)COc2cccc(C)c2C)no1,x,-1.6%,10%,0%,7%,3%,-8%,x,-1%,9%,0.6%
CC1(C)N=C(N)N=C(N)N1c1cccc(OCc2cccc(N)c2)c1,i,0.8%[15.4 µM],-12%[11.5 µM],8%[7.6 µM],-4%[11.4 µM],2%[11.5 µM],-1%[11.4 µM],x,-1%[11.5 µM],14%[11.4 µM],0.8%[15.4 µM]
O=C(O)CN1CCOCCOCCN(CC(=O)O)CCOCCOCC1,i,-1.4%,-15%,-1%,-10%,-2%,3%,-2%,-2%,-3%,-1.6%
COCCn1c(Cc2ccccc2)nnc1SCC(=O)NC(C)(C)C,i,-0.9%,-2%,-1%,6%,0%,0%,5%,-1%,20%,-3.8%
O=C(Nc1c(-c2ccccc2)nc2sccn12)c1ccccc1,x,2.1%,x,x,x,-1%,x,x,0%,-10%,0.3%
COC(=O)CN1C(=O)N(c2ccccc2)C(N(O)C(=O)Nc2ccccc2)C1(C)C (stereo unspecified),i,-2.1%,-3%,2%,-2%,0%,-3%,9%,-1%,-1%,0.4%
O=C(O)c1cc(O)c2c(c1)[C@H]([C@H]1c3cc(C(=O)O)cc(O)c3C(=O)c3c(O[C@@H]4OC(CO)C(O)C(O)C4O)cccc31)c1cccc(O[C@@H]3OC(CO)C(O)C(O)C3O)c1C2=O (stereo partly specified),x,-6.2%[3.08 µM],u,x,x,25µM*,x,13µM*,10µM*,x,6.3µM*
CC(C)CCNC(=O)C(C)N(C(=O)Cn1nnc(-c2ccc(F)cc2)n1)C1CCCC1 (stereo unspecified),i,-2.8%,3%,-13%,14%,-4%,0%,x,-2%,23%,0.8%

# Screening results: PubChem BioAssay, National Center for Advancing Translational Sciences (NCATS)
